PTK2B oligo ant – antagonists of human Pyk2 oligomerization; Q14289; Q293 cells, Pyk2 FERM NanoBiT luminescence; hits give low values; z-score (the deposit names both 25 µM and 10 µM); 99,000 tested, 0.83% active; AID 1347419;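 active = Z-score of -3 or lower, scaled per plate to the spread of control and sample wells; inactive = z-score above -3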;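 also: negative z-score means lost luminescence so less FERM oligomerization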
F-actin modifier – alters cytoskeleton assembly in HUVEC cells | HUVEC TNFa F-actin phalloidin imaging, high content | 91,000 tested, 0.18% active | inhibition, % at 2 µM;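 active = inhibition above the batch mean plus 3 SD and confirmed as a hit by visual image inspection, cut at about 30% in these data, passing the limit was not always enough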; also: strong numbers were not always called active
FAK inh – FAK (human) kinase inhibition. 97,000 tested, 0.84% active. biochemical FAK kinase activity assay. inhibition, %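 (tested at 7 µM)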. AID 727. Q05397; in the data active = inhibition above about 19%;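 also: 0% = DMSO and 100% = reference compound high control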
IL1B cytotox – toxic to HUVEC cells under IL-1B stimulation; HUVEC cell count loss, Hoechst imaging, IL-1B stimulated; cell count reduction, % at 2 µM; 94,000 tested, 0.41% active;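 active = cell count reduction more than 3 SD above the screen-wide mean, cut at about 70% in these data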;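 also: normalized per plate to untreated control cells as the no-loss baseline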
ERa coact inh – blocks coactivator binding to human estrogen receptor alpha; P03372; TR-FRET ER-alpha LBD / SRC-1 peptide, estradiol-bound; inhibition, % at 25.6 µM; 86,000 tested, 1.7% active; AID 629; in the data active = inhibition above about 50%;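 also: 0% = receptor plus peptide control and 100% = peptide only without receptor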
VCAM1 TNFa inh – reduces TNF alpha induced VCAM1 expression in HUVEC; HUVEC TNFa-induced VCAM-1 immunofluorescence, high-content imaging; inhibition, % at 2 µM; 95,000 tested, 0.48% active;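 active = inhibition above the batch mean plus 3 SD, with images confirmed as a hit by eye, cut at about 37% in these data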;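 also: 0% = TNF-stimulated DMSO wells and 100% = unstimulated control wells; not every result past the cut was called active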
HUVEC tox TNFa – HUVEC cytotoxicity counter-screen, TNF alpha stimulated. cell count reduction, % at 2 µM. 93,000 tested, 0.17% active. HUVEC TNFalpha-stimulated, Hoechst cell count, imaging. AID 848;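 active = cell count reduction exceeding the screen mean by over 5 SD, scaled to untreated wells per plate, cut at about 78% in these data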;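 also: cells counted after 24 h of TNF alpha exposure following the 1 h pretreatment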
PTPN22 act – increases human PTPN22 phosphatase activity; Q9Y2R2; recombinant LYP, DiFMUP fluorescence; 0 = plate median, 100 = signal doubled; activation, % at 2 µM; 96,000 tested, 0.11% active; AID 697;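 active = activation at 2 µM above a set limit, the mean plus 5 SD, cut at about 37% in these data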
Target sequence (Q9Y2R2 whole entry, looked up): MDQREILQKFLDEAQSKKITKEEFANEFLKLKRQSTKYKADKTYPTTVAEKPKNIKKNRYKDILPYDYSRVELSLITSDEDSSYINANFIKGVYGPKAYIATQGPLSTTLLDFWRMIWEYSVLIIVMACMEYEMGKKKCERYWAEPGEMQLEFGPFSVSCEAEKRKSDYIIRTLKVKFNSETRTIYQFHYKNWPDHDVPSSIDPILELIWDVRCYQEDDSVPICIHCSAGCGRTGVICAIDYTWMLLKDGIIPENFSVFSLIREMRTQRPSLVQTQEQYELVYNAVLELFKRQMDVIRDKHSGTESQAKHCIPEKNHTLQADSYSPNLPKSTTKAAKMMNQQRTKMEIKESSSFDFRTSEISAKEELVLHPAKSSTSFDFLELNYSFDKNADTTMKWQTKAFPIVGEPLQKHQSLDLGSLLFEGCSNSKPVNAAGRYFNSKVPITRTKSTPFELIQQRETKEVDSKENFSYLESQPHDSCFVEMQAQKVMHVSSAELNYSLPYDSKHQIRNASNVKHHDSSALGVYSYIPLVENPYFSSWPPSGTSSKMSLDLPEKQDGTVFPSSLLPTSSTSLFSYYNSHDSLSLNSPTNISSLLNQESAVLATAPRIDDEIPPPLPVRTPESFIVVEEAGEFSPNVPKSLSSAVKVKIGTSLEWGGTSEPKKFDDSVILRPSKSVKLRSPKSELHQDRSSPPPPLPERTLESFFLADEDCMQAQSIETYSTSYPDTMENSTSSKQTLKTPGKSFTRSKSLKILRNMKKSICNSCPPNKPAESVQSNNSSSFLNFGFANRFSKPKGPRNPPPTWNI
LYP inh 2 – LYP (human) phosphatase inhibition; 96,000 tested, 0.21% active; recombinant LYP catalytic domain, DiFMUP fluorescence; inhibition, % at 2 µM;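 active = inhibition at 2 µM at or above a set limit, the screen mean plus 3 SD, cut at about 24% in these data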;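 also: 0% = DMSO with enzyme and 100% = enzyme fully blocked by orthovanadate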
Active calls of the source: *; · = not tested or not shown; [ ] = another dose, or the depositor's remark. Compounds as they come; about 3.8% have a hit in one of these screens.

SMILES	PTK2B oligo ant	F-actin modifier	FAK inh	IL1B cytotox	ERa coact inh	VCAM1 TNFa inh	HUVEC tox TNFa	PTPN22 act	LYP inh 2
CCOC(=O)N1CCC(=C(C#N)C(=O)Nc2cc(OC)ccc2OC)CC1	0.47	-5	10	-60	-7	-18	16	8	-9
CC1CCN(C(=O)CN(c2ccc3c(c2)OCO3)S(C)(=O)=O)CC1	-1.1	11	-1	8	-13	-10	-25	0	-5
O=[N+]([O-])c1cccc(-c2nnn(C34CC5CC(CC(C5)C3)C4)n2)c1	0.25	4	1	-6	·	-5	-13	-7	9
COc1ccc(CCN(Cc2nc3ccccc3c(=O)[nH]2)C(=O)c2ccco2)cc1	0.32	-11	-2	-28	2[fluorescence artefact?]	4	-24	12	-9
CC(Oc1ccc(-c2ccccc2)c(F)c1)c1ccn(S(=O)(=O)c2ccc(Br)cc2)n1 (configuration not stated)	-1.4	-1	4	-5	·	12	-28	-1	3
Cc1c(C(=O)Nc2ccccc2Cl)oc2ccc(S(=O)(=O)N3CCC4(CC3)OCCO4)cc12	0.28	-9	-6	2	6	11	-18	-4	2
O=C(C1CCN(S(=O)(=O)c2cccs2)CC1)N1CCCCCC1	0.09	14	-2	6	10[fluorescence artefact?]	13	4	14	-10
CC(C)(C)C(=O)Nc1nnc(SCc2ccc(F)cc2)s1	1.4	-3	-1	-1	-2	-5	-14	-5	6
C=CCNC(=O)NC(=O)COC(=O)/C(C#N)=C/c1cc(C)n(CCC(C)C)c1C	0.48	-48	8	17	-6	5	14	2	-6
COCC(=O)N(Cc1cc2ccc(C)cc2[nH]c1=O)c1ccc(OC)cc1	3.6	48	-4	4	1	17	-30	-16	15
O=C(O)c1ccc(CNc2ccccc2C(=O)O)cc1	-0.31	·	-3	0	17	·	·	9	-4
COc1ccc(S(=O)(=O)Nc2cc(C)on2)cc1OC	-0.02	20	-3	-42	-1	12	9	4	-8
O=C(CSc1ncccc1-c1nc2ccccc2[nH]1)NCc1ccco1	0.6	38	6	-18	39[fluorescence artefact?]	12	-32	-5	3
COCCN(CCOC)C(=O)CC(=O)N(CCOC)CCOC	0.08	·	-1	6	-3	13	-20	-10	11
CC(C)(C)NC(=O)CSc1nnc(-c2ccncc2)n1Cc1ccccc1	-0.29	10	-3	-21	3[fluorescence artefact?]	-10	-24	7	-10
CN(C(=O)c1ccc(C(=O)N(C)C2CCCCC2)cc1)C1CCCCC1	·	15	1	18	-10	1	1	-3	3
COC(=O)c1c(N(S(C)(=O)=O)S(C)(=O)=O)sc2c1CCN(c1ncc(C(F)(F)F)cc1Cl)C2	1.1	10	1	3	-6	0	-22	-4	6
O=C(/C=C/NNC(=O)c1ccc(Br)cc1)c1ccccc1	-1.4	3	0	13	29	-9	-28	7	-5
CCOc1ccc(S(=O)(=O)N/N=C2/CC(c3ccccc3)Oc3ccccc32)cc1 (configuration not stated)	-0.33	16	-3	12	·	-17	-20	-3	3
CN(C)c1nc(C(N)=O)nc(N2CCOCC2)n1	0.3	-15	0	0	1	5	-10	-9	8
COc1ccc(NC(C)=O)c2nc(C)c(C)nc12	-0.44	-24	2	-30	1	-6	16	-5	2
Cc1ccc(N/C(N)=N/c2nc(CSc3ccc(C)cc3)cc(=O)[nH]2)cc1	0.06	-16	-1	0	12	-3	4	-6	8
CCOC(=O)/C(=C/c1c[nH]c2ccccc12)NC(C)=O	-0.23	28	3	-4	·	14	-25	0	1
CCc1nc(SCC(=O)NCc2ccc(F)cc2)c2c(=O)n(C)c(=O)n(C)c2n1	·	5	-5	-14	22[fluorescence artefact?]	9	-32	14	-16
O=C(Nc1ccccc1-c1nnc(SCc2ccccc2Cl)o1)c1ccccc1	-1	-6	-1	9	·	11	-14	-6	2
Cc1cc(C)c(NC(=O)CCCN2CCOCC2)c(C)c1	-0.72	-4	-1	-20	-4[fluorescence artefact?]	-19	-23	-7	8
c1ccc(-c2nnc(-c3ccccc3)c(-c3c[nH]c4ccccc34)n2)cc1	-0.91	-10	-7	10	-7	2	5	-6	6
CCOC(=O)c1c(C)[nH]c(C(=O)C(C)OC(=O)c2cccc(OCc3c(C)noc3C)c2)c1C (configuration not stated)	-0.71	18	-1	-13	-2	12	-23	-4	4
C=CCNc1nc2c(c(=O)n(C)c(=O)n2C)n1CC	·	3	3	9	-8	1	-28	16	-19
N#Cc1ccccc1N=C1CCCN1Cc1ccccc1	-0.43	-2	3	·	-7	1	1	0	-4
CN(Cc1ccccc1)Cc1nc2c(c(=O)n(C)c(=O)n2C)n1Cc1ccccc1Cl	-0.03	·	6	-51	-5	-31	5	3	-4
O=c1cc(CO)oc(C(Nc2ccccn2)c2ccc(F)cc2)c1O (configuration not stated)	0.15	0	1	-7	1	1	0	0	0
Cc1ccc(C)c(OCCCCn2cnc3ccccc3c2=O)c1	0.52	-11	-1	-17	·	-11	-17	-8	12
COCC(=O)Nc1ccccc1NC(C)=O	0.48	5	3	-24	27	-9	2	6	-6
Cc1nn(Cc2ccccc2)c2c1C(c1ccco1)C(C#N)=C(N)O2 (configuration not stated)	-1.1	-7	2	-3	-4	-19	-4	1	-1
CC(C)NC(=O)COC(=O)c1ccc(Cl)c(S(=O)(=O)N2CCCC2)c1	-0.04	-3	-1	19	·	-8	0	-1	3
O=C1C(Cc2ccccc2)C(c2ccccc2)N1c1ccccc1 (configuration not stated)	-0.43	-1	-3	-51	·	2	-8	0	4
CCCCCn1nc(C)c2c(C)cc(=O)[nH]c21	0.42	-8	0	2	13	-20	-4	-15	16
O=C(CNC(=O)OCc1ccccc1)NCC(=O)N1CCCC1C(=O)OCc1ccccc1 (configuration not stated)	0.43	-7	-7	-3	-9	-7	0	-1	3
CS(=O)(=O)N(CCc1ccccc1)CC(=O)N1CCc2ccccc2C1	-0.18	-12	-1	-14	-1	12	-5	-5	-3

Whole records as entered above. Values in the order: PTK2B oligo ant, F-actin modifier, FAK inh, IL1B cytotox, ERa coact inh, VCAM1 TNFa inh, HUVEC tox TNFa, PTPN22 act, LYP inh 2
Profile of Cc1ccc(C)c(OCCCCn2cnc3ccccc3c2=O)c1 = 0.52, -11, -1, -17, ·, -11, -17, -8, 12
Profile of CCOC(=O)/C(=C/c1c[nH]c2ccccc12)NC(C)=O = -0.23, 28, 3, -4, ·, 14, -25, 0, 1

Following part
SMILES	PTK2B oligo ant	F-actin modifier	FAK inh	IL1B cytotox	ERa coact inh	VCAM1 TNFa inh	HUVEC tox TNFa	PTPN22 act	LYP inh 2
CNc1nc(Oc2ccc(C(=O)OC)cc2)nc(SC)n1	-0.17	-3	-2	-14	-3	9	-11	-1	-2
CCOC(=O)C1C(=O)NC(N2CCN(Cc3ccccc3)CC2)=NC1c1ccccc1 (configuration not stated)	0.73	·	0	18	-1	14	11	9	-7
CN(C)C(=O)c1cn(-c2ccccc2)c(=O)c2ccccc12	1	15	-3	4	·	-1	-21	6	-4
CCCCS(=O)(=O)Nc1ccc2ncn(C)c(=O)c2c1	0.16	31	0	72*	3	18	-29	0	-1
CCCOc1ccc(C2C(C(=O)c3ccc(C)o3)=C(O)C(=O)N2CCCn2ccnc2)cc1 (configuration not stated)	1.5	·	-14	-10	-7	·	·	-1	5
CCOC(=O)NCc1cc(-c2nn(C)c(=O)c3ccccc23)ccc1C	0.16	-21	3	-52	-13	9	-9	-1	0
CCOC(=O)c1c(NC(=O)c2ccco2)sc(C(=O)N2CCCC2)c1C	-0.96	-7	-3	-31	14	4	12	2	-1
CCCOC(=O)CCc1n[nH]c(=O)[nH]c1=O	1.4	2	-2	-14	-5	-10	-25	-1	-1
COc1ccc(CNc2nc3c(c(=O)[nH]c(=O)n3C)n2Cc2ccccc2C)cc1	·	-13	8	17	11[fluorescence artefact?]	5	12	-4	4
COC(=O)c1ccccc1NC(=O)c1ccc(Cn2cc(Cl)cn2)o1	-0.9	21	6	-23	17	12	-3	4	-2
CCC(CC)C(=O)Nc1cccc(C(=O)N2CCCC2)c1	-0.51	0	-6	-17	-4	18	19	-5	9
C=CCCCCCCCCC(=O)NN	0.41	0	1	-37	·	1	-10	-4	9
COC(=O)Oc1nsnc1N1CCOCC1	-0.4	-22	-2	-48	-32	-7	10	7	-9
O=C(COC(=O)CC12CC3CC(CC(Br)(C3)C1)C2)NC(=O)NCc1ccco1	-0.04	4	1	-4	-1	15	-5	-9	12
Cc1cc(C)nc(SCCC(=O)Nc2ccccc2)n1	0.22	-10	3	3	·	6	-11	-6	4
Cc1ccc(C(=O)C2=C(O)C(=O)N(CCCN3CCOCC3)C23C(=O)N(C)c2ccccc23)o1 (configuration not stated)	0.67	-16	1	4	-5	-1	-18	-6	6
COc1ccccc1NC(=O)C(C/C=C(\C)Cl)C(C)=O (configuration not stated)	-0.69	-2	-1	23	·	15	-9	-1	1
Cc1cc(C)cc(C(=O)N2CCCCCC2)c1	-0.06	-4	2	5	3	6	-4	-6	6
CC(NC(=O)c1ccc2c(c1)OCO2)C(c1cccs1)N1CCOCC1 (configuration not stated)	-0.62	-52	-5	-79	-4	-19	7	-3	5
O=c1oc2ccccc2c(Nc2ccccc2)c1[N+](=O)[O-]	-0.11	·	0	-5	1	·	·	9	-8
COc1ccccc1CNc1cc(CSc2ccc(Cl)cc2)nc(C)n1	-1.7	·	-2	-9	4	8	-46	8	-6
O=c1c2ccccc2ncn1CCCOc1ccccc1[N+](=O)[O-]	0.12	21	6	-11	·	-25	-19	14	-10
O=C(COc1ccc(F)cc1Br)N1CCc2ccccc21	0.34	-6	-3	-20	·	-13	·	2	-5
COc1cccc(NC(=O)C(NC2CCCC2)c2ccccc2)c1 (configuration not stated)	-0.21	36	3	16	-5	7	-22	-10	10
O=C(Oc1ccc(=O)n(-c2ccccc2)n1)c1cccc(Cl)c1	0.54	7	3	24	·	4	-10	-6	8
CC(C)CN(CC(C)C)C(=O)C12CCC(C)(C(=O)C1)C2(C)C (configuration not stated)	0.06	1	1	-6	0	-11	3	-5	2
N#C/C(=C\c1cccc2ccccc12)c1nn(-c2ccccc2)c(N)c1C#N	·	5	-4	-18	·	5	-8	11	-8
COC(=O)C1=C(N)Oc2cc(C)n(CC3CCCO3)c(=O)c2C1c1ccc(Cl)cc1 (configuration not stated)	-2.1	-22	-1	-5	-17	18	-19	2	-2
Cc1cc(/C=N\NC(=O)CC(=O)NC2CCCCC2)c(C)n1-c1ccc(Cl)c(Cl)c1	-0.96	25	-11	-16	·	0	7	4	-2
CCN(CC)C(=O)CSc1nc2ccccc2c(=O)n1-c1cccc(OC)c1	0.12	8	-3	-22	4	17	9	3	-4
O=C(CC1Nc2ccccc2NC1=O)NC1CCCCC1 (configuration not stated)	0.63	6	-1	-2	-9	14	-11	-1	-2
CCOC(=O)c1sc(=NC(=O)c2ccc(S(=O)(=O)N3CC(C)OC(C)C3)cc2)n(C)c1C (configuration not stated)	-0.52	51	-15	1	8[fluorescence artefact?]	8	-30	0	-3
CC1CCCN(C/C(O)=C(\C#N)c2nc3ccccc3[nH]2)C1 (configuration not stated)	-0.15	10	1	-4	-30	3	-16	2	-5
C/C(CC(=O)NC1CCCC1)=N\NC(=O)Cc1cccs1	1.4	12	7	-3	·	-31	·	2	2
COc1ccc(OC)c(C2=NOC(C(=O)N3CCN(c4ccccc4)CC3)C2)c1 (configuration not stated)	·	-4	-2	5	6[fluorescence artefact?]	5	-17	0	-2
COc1cccc2sc(Nc3nnc(-c4ccc(F)cc4)o3)nc12	·	1	4	-6	65*	14	-37	4	-7
Cc1onc(-c2ccccc2Cl)c1C(=O)NCCn1ccc2ccccc21	-0.73	·	-2	-38	-12	10	-41	2	-5
